# Screening results as filed in PubChem.
# IMPase Li inh: IMPase inhibition in cells with lithium potentiation | 0.35% of 210,000 active | Potency, µM (series often up to 59.4 µM), without a hit: top-dose activity, negative = IMPase inhibition, actives largely listed as inhibitors | CHO-M1 cells, IP1 TR-FRET (IP-One), carbachol + lithium | AID 1457;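 note: IP1 builds up when IMPase is blocked and the TR-FRET signal falls; plate controls were basal vehicle for no effect and high inhibitor control for full effect; nearly all actives have a fitted effect of over 50% in size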
#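 CHO cells stably expressing M1 receptor (2000/well) were cultured 16–30 h, then exposed to compounds with a small lithium addition for 30 min at 37C. IP1 was measured by TR-FRET competition; AC50 from Hill fits.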
# Epigenetic derep: regulators of epigenetic silencing causing reporter derepression in mouse cells. murine LDR cells, GFP reporter derepression, 30 h. Potency, µM (top dose mostly 53.9 µM), for the others: at the top dose GFP activation, actives largely listed as activators. 0.2% of 280,000 active; note: % of control where 0% means no effect; nearly all actives have a fitted effect of over 60% in size
#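 GFP-positive cell count by laser-scanning cytometry (objects 20–120 um) after 30 h, 37 C compound exposure of murine LDR cells; reporter is CMV-GFP integrated at a silenced locus, inducible by HDAC or DNMT inhibitors.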
# Luc counter: blocks Kinase-Glo luciferase, a counter-screen artifact | 0.28% of 200,000 active | Q27757 | Potency, µM (doses to about 38.3 µM), for inactives: top-dose activity change, negative = inhibition, hits mostly inhibitors | AID 1379 | Kinase-Glo luciferase, ATP luminescence, 8 min; note: % is set by controls: 0 for no effect and ±100 for the full control effect; nearly all actives have a fitted effect of over 60% in size
#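 Compounds were added to a substrate mix at pH 7.2 (50 mM imidazole, 10 uM ATP, within the enzyme's linear range), followed by Kinase-Glo detection reagent; luminescence was measured after 8 minutes at ambient temperature.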
# SMN2 splice up: enhancers of SMN2 splice variant expression | AID 1458 | Potency, µM (doses to about 46.1 µM), inactives show at the top dose activity change, positive = activation, actives largely listed as activators | 2.8% of 210,000 active | HEK293 SMN2-luciferase splicing reporter, luminescence, 30-36 h; note: % of control where 0% means no effect; nearly all actives have a fitted effect of over 55% in size
#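 HEK293 cells carry an SMN2 […]–luciferase reporter in which exon 7 inclusion puts luciferase in frame. Cells were plated 10-12 h before compound addition, then incubated 30-36 h at 37C. ONE-Glo luminescence was read; sodium butyrate at 4.5 mM final served as control.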
# KDM4E inh: blocks human JMJD2E demethylase activity. B2RXH2. JMJD2E catalytic domain, FDH-coupled NADH fluorescence (FDH is formaldehyde dehydrogenase). Potency, µM (titrated, usually from 57.1 µM), without a hit: at the highest dose activity change, negative = inhibition, most hits filed as inhibitors. 1.6% of 230,000 active; active = well fitted inhibition curve with a large enough effect, not every such curve was filed as active; inconclusive = small, poorly fitted or top-dose-only effect, or another doubt; inactive = no such curve, though single readings can be large or run the other way;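 note: 0% = wells with enzyme and -100% = buffer wells without enzyme; nearly all actives have a fitted effect of over 50% in size; many of its hits are not listed in these tables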
# Target sequence (B2RXH2 1-337 limits assumed): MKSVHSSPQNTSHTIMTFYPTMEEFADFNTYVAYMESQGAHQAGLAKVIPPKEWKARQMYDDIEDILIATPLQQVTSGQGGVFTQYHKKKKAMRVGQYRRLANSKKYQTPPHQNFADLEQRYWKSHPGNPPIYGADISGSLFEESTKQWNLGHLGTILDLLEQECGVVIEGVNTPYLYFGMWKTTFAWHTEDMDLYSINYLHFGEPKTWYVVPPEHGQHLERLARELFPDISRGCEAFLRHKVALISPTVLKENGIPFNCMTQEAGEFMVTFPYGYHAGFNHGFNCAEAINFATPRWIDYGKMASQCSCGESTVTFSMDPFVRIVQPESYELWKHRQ
# RECQ1 inh: inhibitors of human RECQ1 DNA helicase. Potency, µM (doses to about 57.3 µM), without a hit: top-dose activity, negative = inhibition, hits mostly inhibitors. RECQ1 DNA unwinding, red fluorescence kinetic read. 0.54% of 240,000 active. P46063;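 note: plate controls were vehicle for no effect and no enzyme for full effect; nearly all actives have a fitted effect of over 30% in size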
#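 50 nM RECQ1T1 preincubated 15 min with compound in Tris pH 8.0 buffer with MgCl2, DTT, Tween-20 and 2.5 ug/ml poly(dI-dC); started with 200 nM TAMRA/BHQ-2 forked duplex and 2 mM ATP. Unwinding read as fluorescence (525/598 nm), two reads 2 h apart.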
# NPSR antag: neuropeptide S receptor (human) antagonism, cAMP. Q6W5P4. CHO-NPSR cells, cAMP TR-FRET, antagonist mode. Potency, µM (doses to about 38.3 µM), without a hit: at the top dose activity change, negative = inhibition, usual class: inhibitors. 1% of 220,000 active. AID 1461; note: % is set by controls: 0 for no effect and ±100 for the full control effect; nearly all actives have a fitted effect of over 50% in size; many of its hits are not listed in these tables
# Target sequence (Q6W5P4 whole entry, looked up): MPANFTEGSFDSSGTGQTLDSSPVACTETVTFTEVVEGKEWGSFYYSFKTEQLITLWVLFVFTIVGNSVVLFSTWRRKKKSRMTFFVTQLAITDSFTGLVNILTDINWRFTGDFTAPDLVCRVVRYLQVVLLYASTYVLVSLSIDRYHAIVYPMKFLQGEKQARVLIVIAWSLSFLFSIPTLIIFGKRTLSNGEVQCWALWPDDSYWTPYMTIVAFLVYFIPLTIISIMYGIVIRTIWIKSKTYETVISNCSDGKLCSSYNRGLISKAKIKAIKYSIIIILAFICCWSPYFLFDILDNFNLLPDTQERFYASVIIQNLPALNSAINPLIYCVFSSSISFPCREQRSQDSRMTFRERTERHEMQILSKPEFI
# GoLoco inh red: blocks human Gai1 binding to RGS12 GoLoco peptide, red readout. Gai1:RGS12 GoLoco peptide FP, rhodamine, 10 min. Potency, µM (doses to about 61.6 µM), for the others: top-dose activity, negative = inhibition, most hits filed as inhibitors. 0.44% of 230,000 active; active = well fitted inhibition curve with a large enough effect, not every such curve was filed as active; inactive = no such curve, though single readings can be large or run the other way; note: % is set by controls: 0 for no effect and ±100 for the full control effect; nearly all actives have a fitted effect of over 30% in size; many of its hits are not listed in these tables
# Target sequence (P63096 whole entry, looked up): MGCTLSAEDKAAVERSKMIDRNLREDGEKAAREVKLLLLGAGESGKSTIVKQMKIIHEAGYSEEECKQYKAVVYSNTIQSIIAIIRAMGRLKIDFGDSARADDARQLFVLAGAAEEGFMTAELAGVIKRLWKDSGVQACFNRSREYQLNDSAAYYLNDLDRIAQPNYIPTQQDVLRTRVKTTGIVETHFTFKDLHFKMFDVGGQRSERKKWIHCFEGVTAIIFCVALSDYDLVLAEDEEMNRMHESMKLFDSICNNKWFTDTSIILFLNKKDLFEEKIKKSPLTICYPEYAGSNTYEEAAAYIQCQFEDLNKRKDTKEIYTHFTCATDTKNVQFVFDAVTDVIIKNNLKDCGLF
# Active calls of the source: *; i = inactive; u = inconclusive; x = no result given; [ ] = dose if it differs, or a comment. Unless noted, calls come from the whole dose curve; as a rule, active = well fitted curve in the direction sought with a large enough effect; inconclusive = small, poorly fitted or top-dose-only effect, or another doubt; inactive = no such curve, though single readings can be large; an effect the other way counts as inactive or inconclusive. Potency is the fitted concentration of half-maximal effect.
# Results follow in this order: NPSR antag, RECQ1 inh, KDM4E inh, GoLoco inh red, Luc counter, IMPase Li inh, SMN2 splice up, Epigenetic derep
O=C(N/N=C/C(Br)=C/c1ccccc1)c1cccs1
→ 43.6%, -10.5%, -9.3%, -12.2%, -1.7%, 5.2%, x, u
O=C(O)C1=C[C@H](c2ccc(F)cc2)C[C@H](OCCCCO)O1
→ 11.1%, -0.9%, u, 7.0%, x, x, x, -4.7%
O=C1C(=O)N(CCc2c[nH]c3ccccc23)C(c2cccnc2)/C1=C(/O)c1ccccc1 (stereo unspecified)
→ 2.5%, 20.7%, u, 8.8%, -0.5%, -13.4%, 2.5%, -5.5%
CC(C)(C)c1ccc(C(=O)Nc2ccc(NC(=O)c3ccco3)cc2)cc1
→ -9.0%[46.1 µM], -22.0%, u, 5.1%, -0.1%, -8.1%[38.3 µM], -1.5%, -2.2%
Cc1nc(C)c(C(=O)NNS(=O)(=O)c2ccc([N+](=O)[O-])cc2)s1
→ 9.1%, -0.3%, -5.3%, 6.0%, -1.7%, -3.6%, 3.8%, -1.5%
c1ccc(-c2n[nH]c(-c3ccccn3)n2)cc1
→ -9.2%[46.1 µM], i, -5.0%, -1.7%, -3.1%, -2.0%[38.3 µM], 11.2µM*, 22.4µM*
COC/C=C/C1=CC2=CC(=O)C(C)(OC(=O)c3cnc4ccccc4n3)C(=O)C2=CN1CC(C)C (stereo unspecified)
→ x, -1.0%[11.5 µM], -27.6%[11.4 µM], -24.5%[14.2 µM], -5.3%[7.66 µM], -2.0%, 5.5%[9.22 µM], x
COc1ccc(CNC(=O)OCCN2CCN(S(=O)(=O)c3ccc(C)cc3)CCC2=O)cc1
→ 10.4%, -6.9%, 3.8%, -0.8%, 5.0%, -9.9%, 7.8%, -2.6%
CCc1ccccc1Nc1nc2ccccc2n1C(C)C
→ 2.8%, -14.0%, -2.9%, -1.0%, x, -6.9%, x, 1.1%
Cc1[nH]n(-c2ccc(Cl)cc2)c(=O)c1C=NC12CN3CN(CN(C3)C1)C2
→ 9.9%, -5.0%, -11.0%, 6.3%, -5.3%, -5.1%, 23.4%, 1.5%
CC1(C(=O)NC2CCCC2)CCC(=O)N1Cc1ccc2c(c1)OCO2 (stereo unspecified)
→ -0.2%[46.1 µM], i, 3.6%, -8.2%, 0.5%, -12.9%[38.3 µM], -11.9%, -1.9%
CC1=C(C(=O)OCc2ccc3c(c2)OCO3)C(c2ccc(Cl)cc2)NC(=O)N1 (stereo unspecified)
→ 5.3%[46.1 µM], -9.8%, -4.2%, 3.9%, 1.9%, 22.0%[38.3 µM], -34.9%[inhibitor], 0.8%
O=C(Nc1ccc2c(c1)nc1n2CCCCC1)c1cc(S(=O)(=O)N2CCOCC2)ccc1Cl
→ -18.8%[46.1 µM], -6.6%, 2.2%, -0.6%, 2.0%, 12.0%[38.3 µM], -51.4%[inhibitor], -1.9%
Cc1cc(Cl)ccc1C(=O)C1CCCN(C(=O)c2ccoc2)C1 (stereo unspecified)
→ 35.2%, -0.7%, 4.9%, 8.8%, x, x, x, -3.8%
Brc1ccccc1OCCOCCOc1cccc2cccnc12
→ 9.7%[46.1 µM], -7.3%, u, 5.0%, -3.8%, 2.8%[38.3 µM], -9.5%, -2.0%
O=C(Cn1c(=O)oc2ccccc21)N1CCN(c2ccc(N3CCOCC3)nn2)CC1
→ 1.8%[46.1 µM], i, u, -11.3%, 0.0%, 11.0%[38.3 µM], -2.7%, -0.9%
Cc1ccn(C(CC(=O)c2ccc(Br)cc2)C(=O)O)n1 (stereo unspecified)
→ 13.5%[46.1 µM], 12.6%, 1.0%, -5.4%, 20.3%, 16.8%[38.3 µM], 12.3%, -1.0%
Cc1ccc(NC(=S)Nc2cccc(S(=O)(=O)Nc3c(C)n(C)n(-c4ccccc4)c3=O)c2)cc1
→ -4.3%, -1.4%, -3.7%, -1.6%, 1.9%, 7.3%, 18.9%, -3.4%
Cc1cc([N+](=O)[O-])nn1CC(=O)N1CCOCC1
→ 14.4%, i, 8.4%, 12.2%, 0.9%, 6.4%, 11.7%, -1.5%
COc1ccc(NC(=S)Nc2ccc3nsnc3c2)cc1
→ -56.6%, 13.9%, 3.2%, -5.6%, -2.1%, -11.2%, u, -3.2%
Cc1ccc(Oc2ncnc3sccc23)cc1
→ 18.2%, 0.0%, 0.9%, -6.2%, -4.2%, 14.1%, 23.8%, 0.0%
Cc1cccc(OCCC(=O)OCC(=O)N2CCc3ccccc32)c1
→ -10.0%[46.1 µM], -10.1%, -3.2%, 4.2%, 4.1%, -7.8%[38.3 µM], -10.5%, -1.1%
Cc1c(Br)c(=O)oc2c(Br)c(O)ccc12
→ -6.7%, 1.7%, u, -0.7%, 1.6%, -25.4%, -6.7%, -1.4%
CCC(=O)Oc1ccc(C(=O)Nc2ccc3c(c2)OCO3)cc1
→ 5.7%, 19.4%, u, 17.6%, u, -8.9%, 15.8µM*, -1.3%
Cc1cc(=O)[nH]c(N/N=C/c2cc(C)n(-c3ccccc3)c2C)n1
→ -13.3%, -4.2%, u, 0.4%, x, x, x, 3.0%
Cc1cc2cc(CN(Cc3cccs3)C(=S)NCC3CCCO3)c(=O)[nH]c2cc1C (stereo unspecified)
→ -17.1%, -8.9%, u, -0.4%, -1.2%, 11.2%, -9.6%[1.84 µM], -0.9%
O=C(C(NS(=O)(=O)c1cccc2nsnc12)c1ccccc1)N1CCN(c2ccccc2)CC1 (stereo unspecified)
→ -2.9%[46.1 µM], -8.4%, 6.8%, -3.0%, 1.0%, 3.5%[38.3 µM], -13.6%, -1.4%
Cc1cc(C)n2nc(S(=O)(=O)NC(C)(C)C)nc2n1
→ 14.9%, -4.4%, 3.4%, 1.7%, 1.1%, -4.8%, -33.1%, -3.1%
Cc1cc(NC(=O)CSc2cn(C)c3ccccc23)no1
→ -6.8%[46.1 µM], -4.8%, -5.3%, 15.2%, 15.4%, -4.1%[38.3 µM], -6.8%, -0.8%
C#CCOCCOCCOCCNc1nc(N2CCN(C(=O)[C@H]([C@@H](C)CC)n3cc([C@@H](N)CC(C)C)nn3)CC2)nc(N2CCN(C(=O)[C@H](Cc3cc4ccccc4[nH]3)n3cc([C@@H](N)Cc4ccc(O)cc4)nn3)CC2)n1
→ -0.6%, -5.9%, -8.8%, 3.2%, x, -0.1%, x, 9.7%

# Later entries.
# Results follow in this order: NPSR antag, RECQ1 inh, KDM4E inh, GoLoco inh red, Luc counter, IMPase Li inh, SMN2 splice up, Epigenetic derep
CC(C)c1ccc2c(c1)C(=O)NC(C)(C)C2
→ -4.5%[46.1 µM], -0.7%, -1.1%, 1.0%, 14.8%, 16.9%[38.3 µM], 2.2%, 0.7%
OC1(C(F)(F)F)CC(c2ccc3ccccc3c2)=NO1 (stereo unspecified)
→ 0.4%, 3.5%, -17.0%, 3.4%, x, x, x, 0.1%
COc1ccc(S(=O)(=O)N(CC(=O)NCCCN(C)C)c2ccc(C)cc2)cc1OC
→ -1.8%[46.1 µM], 4.8%, -0.3%, x, 0.7%, x, x, 2.1%
COc1ccc(-c2cc3nc(C4CCN(C(=O)OC(C)(C)C)CC4)c(C(=O)O)cn3n2)cc1
→ -26.0%[46.1 µM], -15.3%, u, 8.2%, -0.9%, -0.5%[38.3 µM], 6.1%, -1.1%
CC1(C)C(CSc2nc3ccccc3[nH]2)C1(Cl)Cl (stereo unspecified)
→ -9.9%, i, 12.2%, 5.5%, x, 4.2%, x, -0.2%
S=c1nccc(-c2ccc(Cl)cc2)[nH]1
→ -15.1%, -10.0%, -21.0%, 10.6%, x, x, x, 0.0%
O=C(NC1c2ccccc2-c2ccccc21)N1CCCCC1
→ -16.9%[46.1 µM], -3.7%, -6.1%, -12.4%, 14.5%, -1.5%[38.3 µM], -2.3%, 1.2%
CC(=O)N1CCN(Cc2nc3cc(NC(=O)NC4CCCCC4)ccc3n2C)CC1
→ 12.2%, 8.3%, -21.4%, 10.6%, -3.2%, 7.6%, 20.9%, -0.6%
Nc1nc(CSc2nc3ccccc3s2)nc(N2CCCCC2)n1
→ u, -0.5%, 9.6%, 1.8%, -1.9%, 27.9%[38.3 µM], -16.4%, 0.0%
C=C(C)COc1ccc2c(C)c(C)c(=O)oc2c1OCC(=C)C
→ u, -3.1%, u, 6.1%, 1.2%, 15.7%[38.3 µM], -32.6%[inhibitor], 0.4%
Cc1ccnc(NC(=O)CCC(=O)N(CC(=O)NC2CCCCC2)C2CCCC2)c1
→ 7.1%, -1.8%, -3.3%, 2.3%, x, x, x, 5.1%
c1ccc(CNc2ncnc3c2cnn3-c2ccccc2)cc1
→ 0.6%[46.1 µM], -1.6%, u, x, x, x, x, -2.5%
CC(C)Sc1nc2ccccc2n1CC(=O)O
→ -27.9%, -6.7%, 0.8%, -3.4%, 2.0%, -4.8%, x, 0.0%
CCOc1ccc(N2C(=O)CC(NCCNc3ccc([N+](=O)[O-])cn3)C2=O)cc1 (stereo unspecified)
→ -6.6%, -10.9%, -16.2%, -8.4%, 0.0%, 5.9%, 0.0%, -3.2%
Cc1oc(C(C)(C)C)cc1C(=O)N1CCN(C(c2ccccc2)c2ccccc2)CC1
→ u, i, -3.2%, 5.0%, x, x, x, 1.1%
COc1ccc2nc(SCC(C)=O)c(C#N)cc2c1
→ -8.0%, -12.3%, -9.8%, -24.3%, -5.2%, 14.4%, 2µM*, u
COCCN(C(=O)Cc1cccs1)c1nnc(-c2cccnc2)s1
→ -17.0%[46.1 µM], -3.7%, -0.7%, 0.4%, -2.4%, 0.7%[38.3 µM], -18.8%, 0.3%
CCOC(=O)CSc1cc(C(F)(F)F)nc(-c2ccccn2)n1
→ -7.2%[46.1 µM], -9.8%, -0.8%, 4.7%, -1.9%, -4.0%[38.3 µM], -21.5%, -0.8%
O=S(=O)(c1ccccc1)N1CCC[C@@]2(CCN(c3ccccc3)C2)C1
→ x, -11.5%, x, 8.8%, -1.1%, 10.3%, -33.6%[inhibitor], x

# Laid out differently: 2 of the compounds above
Structure,NPSR antag,RECQ1 inh,KDM4E inh,GoLoco inh red,Luc counter,IMPase Li inh,SMN2 splice up,Epigenetic derep
COc1ccc(-c2cc3nc(C4CCN(C(=O)OC(C)(C)C)CC4)c(C(=O)O)cn3n2)cc1,-26.0%[46.1 µM],-15.3%,u,8.2%,-0.9%,-0.5%[38.3 µM],6.1%,-1.1%
CC1(C)C(CSc2nc3ccccc3[nH]2)C1(Cl)Cl (stereo unspecified),-9.9%,i,12.2%,5.5%,x,4.2%,x,-0.2%

# Not all compounds are listed (hit frequency here may not be typical).
